Compound activity from PubChem.
S-ASM inh: inhibitors of human secretory acid sphingomyelinase; P17405; placental ASM, HMU-PC fluorogenic substrate, 60 min; Potency, µM (doses to about 57.5 µM), inactives show at the highest dose activity change, negative = inhibition, most hits filed as inhibitors; 340,000 tested, 0.006% active; AID 504937; note: potency is the fitted concentration of half-maximal effect
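qHTS format. ASM enzyme prepared from human placenta hydrolyses the fluorogenic substrate HMU-PC0 (9 uM final) over 60 min at 37 °C after a 10 min compound preincubation.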
TSHR antagonist: human thyrotropin receptor antagonism | P16473 | TSHR-expressing cells, TSH-stimulated cAMP HTRF, 2 h; stronger effect = lower value | 330,000 tested, 0.2% active | AID 504810 | activity change, negative = inhibition, % at 11.5 µM;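 active = activity change below a set negative limit, meaning inhibition stronger than a set level, cut at about -70% in these data; inconclusive = activity change between two set negative limits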; note: % is set by controls: 0 for no effect and ±100 for the full control effect
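Competitive HTRF cAMP read-out (cryptate anti-cAMP antibody, cAMP-d2; 30 min, room temperature) in freshly harvested TSHR cells. Compounds added before TSH at EC80 (4nM final), followed by 2 hours' incubation at 37 deg C.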
TCR activator: activates T cell receptor signaling; AID 504894; 330,000 tested, under 10 active; Potency, µM (top dose mostly 9.22 µM), inactives show top-dose activation of IL-2 secretion, actives largely listed as activators; primary human leukocytes, anti-CD3, IL-2 HTRF, 48 h; note: % of control where 0% means no effect
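HTRF read-out of IL-2 secretion: europium cryptate donor excited at 320nm, d2 acceptor emission at 665nm. Cells were primary human leukocytes incubated 48 hr with compounds and a-CD3 beads, supplying TCR signal only.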
TSG101-PTAP inh: blocks PTAP/TSG101 interaction to inhibit HIV-1 budding; Q99816; Fluorescence polarization, FITC-PTAP peptide / Tsg101 binding; Potency, µM (top dose mostly 115 µM), without a hit: top-dose activity change, negative = inhibition, usual class: inhibitors; 340,000 tested, under 10 active; active = well fitted inhibition curve with a large enough effect in the main read-out, with a control signal flat, not every such curve was filed as active; inconclusive = small, poorly fitted or top-dose-only effect, or effect the other way, or a change in a side signal; inactive = no such curve, though single readings can be large or run the other way; note: potency is the fitted concentration of half-maximal effect; % of control where 0% means no effect
Target sequence (Q99816 whole entry, looked up): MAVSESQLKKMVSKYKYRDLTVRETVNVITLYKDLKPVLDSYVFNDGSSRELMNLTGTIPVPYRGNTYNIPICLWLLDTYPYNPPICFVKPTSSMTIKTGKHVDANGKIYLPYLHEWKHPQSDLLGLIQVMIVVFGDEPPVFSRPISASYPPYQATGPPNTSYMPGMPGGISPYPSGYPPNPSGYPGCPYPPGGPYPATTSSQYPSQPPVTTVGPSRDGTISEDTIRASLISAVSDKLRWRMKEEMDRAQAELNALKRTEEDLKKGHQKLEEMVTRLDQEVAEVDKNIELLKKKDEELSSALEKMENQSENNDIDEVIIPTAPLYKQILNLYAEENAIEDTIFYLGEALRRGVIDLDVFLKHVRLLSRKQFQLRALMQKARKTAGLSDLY
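FP read-out: FITC-PTAP peptide, 50 nM final, binding Tsg101 binding domain, 10 uM final; 20 min, r.t.; 10 mM HEPES pH 7.5, 0.15 M NaCl, 0.01% Tween 20, 3 mM EDTA, 0.1 mM TCEP.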
AT treatment: potential ataxia-telangiectasia treatment; 320,000 tested, 0.19% active; AID 485349; […] A-T fibroblasts, KAP-1 phosphorylation AlphaLISA; neocarzinostatin DNA damage 30 min before lysis; Potency, µM (doses to about 57.5 µM), for inactives: at the highest dose activation, hits mostly activators; note: potency is the fitted concentration of half-maximal effect; % of control where 0% means no effect; nearly all actives have a fitted effect of over 45% in size
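hTERT-immortalized A-T patient fibroblasts ([…]), 500 cells/well in OPTI-MEM, 1% FBS, got compounds for 60 min, then NCS for 30 min at 37C. Lysates were then assayed for phospho-KAP-1 by AlphaLISA (anti-pKAP1 donor, anti-KAP1 acceptor beads), 6 hr at 25C.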
MBNL1-CUG inh: MBNL1-poly(CUG) RNA binding inhibition; Q9NR56; TR-FRET MBNL1-His/biotin-(CUG)12 binding, 665/545 ratio; Potency, µM (series often up to 57.5 µM), for inactives: at the top dose activity change, negative = inhibition, actives largely listed as inhibitors; 280,000 tested, 0.036% active; AID 2675; active = well fitted inhibition curve with a large enough effect in the signal ratio, with a control signal flat, not every such curve was filed as active; inconclusive = small, poorly fitted or top-dose-only effect, or effect the other way, or a change in a side signal; inactive = no such curve, though single readings can be large or run the other way; the % refers to the signal ratio; note: potency is the fitted concentration of half-maximal effect; % is set by controls: 0 for no effect and ±100 for the full control effect
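Inhibition of protein-RNA binding appears as loss of TR-FRET between terbium anti-His antibody on MBNL1-His and streptavidin-XL665 on biotin-(CUG)12. Activity is normalized to buffer-only and uninhibited-complex controls.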
a7 integrin act: integrin-mediated muscular dystrophy alleviation activation; alpha7betagal myoblasts, beta-gal FDG fluorescence, 48 h; Potency, µM (top dose mostly 38.3 µM), for inactives: at the top dose activation, actives largely listed as activators; 350,000 tested, 0.064% active; AID 624291;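 note: potency is the fitted concentration of half-maximal effect; 100% = response of the positive control SU9516; nearly all actives have a fitted effect of over 60% in size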
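alpha7betagal+/- myoblasts (passage 13, 250/well) treated 48 h at 37C with compounds at 1:260 dilution of DMSO stock. Lysed, then beta-galactosidase activity read as FDG fluorescence (ex 480/em 540) after 30 min, with pre-read for autofluorescence.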
MLL CXXC-DNA inh: MLL CXXC-DNA interaction inhibition | Q03164 | MLL-CXXC / FITC-HOXA9 DNA fluorescence polarization | Potency, µM (series often up to 115 µM), for inactives: at the highest dose activity change, negative = inhibition, hits mostly inhibitors | 290,000 tested, 0.037% active | AID 2662; active = well fitted inhibition curve with a large enough effect in the polarisation, with a control signal flat, not every such curve was filed as active; inconclusive = small, poorly fitted or top-dose-only effect, or effect the other way, or a change in a side signal; inactive = no such curve, though single readings can be large or run the other way; the % refers to the polarisation; note: potency is the fitted concentration of half-maximal effect
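Purified MLL-CXXC (added from a 7 uM solution) was preincubated 5 min at ambient with pinned compounds in 50 mM Tris-HCl pH 7.5, 50 mM NaCl, 1 mM DTT, 0.05% BSA. Fluorescein-labeled HOX-A9 DNA (50 nM solution) followed, 30 min, then polarization read.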
Mito fusion act: mitochondrial division inhibition or fusion activation. S. cerevisiae fusion-defective mutant growth rescue, CellTiterGlo 48 h. Potency, µM (series often up to 46.1 µM), without a hit: at the top dose growth rescue (activation), usual class: activators. 320,000 tested, 0.23% active;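 note: potency is the fitted concentration of half-maximal effect; % of control where 0% means no effect; nearly all actives have a fitted effect of over 45% in size; temperature-sensitive fusion mutants such as fzo1-1 at 37 °C on non-fermentable ethanol glycerol medium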
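Yeast fusion mutant, YPEG (non-fermentable carbon), compound, 48 h at 37C non-permissive; CellTiterGlo added, 10 min RT, luminescence read. Rescued growth = division inhibition.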
Menin MLL FP TR: menin-MLL binding inhibition, Texas Red mutant peptide. Menin + Texas Red MLL mutant peptide, fluorescence polarization. Potency, µM (doses to about 61.6 µM), without a hit: top-dose FP activity change, negative = inhibition, usual class: inhibitors. 270,000 tested, 0.23% active. AID 1768; active = well fitted inhibition curve with a large enough effect in the polarisation, with a control signal flat, not every such curve was filed as active; inconclusive = small, poorly fitted or top-dose-only effect, or effect the other way, or a change in a side signal; inactive = no such curve, though single readings can be large or run the other way; the % refers to the polarisation; note: potency is the fitted concentration of half-maximal effect; % of control where 0% means no effect; many of its hits are not listed in these tables
Target sequence (O00255 whole entry, looked up): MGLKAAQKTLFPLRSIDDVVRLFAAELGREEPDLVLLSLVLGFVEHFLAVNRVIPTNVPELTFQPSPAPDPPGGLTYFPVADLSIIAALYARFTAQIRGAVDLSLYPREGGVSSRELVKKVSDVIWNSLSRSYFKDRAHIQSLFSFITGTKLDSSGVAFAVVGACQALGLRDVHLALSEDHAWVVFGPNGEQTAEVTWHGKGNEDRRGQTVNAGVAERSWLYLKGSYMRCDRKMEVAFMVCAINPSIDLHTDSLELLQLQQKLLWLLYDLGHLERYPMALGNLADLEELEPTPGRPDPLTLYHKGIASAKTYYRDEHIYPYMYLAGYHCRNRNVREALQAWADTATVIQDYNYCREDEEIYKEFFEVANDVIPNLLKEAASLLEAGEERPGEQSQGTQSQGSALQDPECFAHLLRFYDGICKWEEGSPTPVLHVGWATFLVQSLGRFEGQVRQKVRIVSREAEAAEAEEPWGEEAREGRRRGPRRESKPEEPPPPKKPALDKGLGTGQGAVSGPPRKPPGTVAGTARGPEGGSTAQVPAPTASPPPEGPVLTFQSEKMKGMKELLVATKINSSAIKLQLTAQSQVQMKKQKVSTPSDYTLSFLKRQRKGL
* = called active by the depositor; i = inactive; ? = inconclusive; . = not tested or not shown; [ ] = dose if it differs, or a comment. Unless noted, calls come from the whole dose curve; as a rule, active = well fitted curve in the direction sought with a large enough effect; inconclusive = small, poorly fitted or top-dose-only effect, or another doubt; inactive = no such curve, though single readings can be large; an effect the other way counts as inactive or inconclusive. These rows are one share of the data; the hit share may differ from the screen's.

SMILES	S-ASM inh	TSHR antagonist	TCR activator	TSG101-PTAP inh	AT treatment	MBNL1-CUG inh	a7 integrin act	MLL CXXC-DNA inh	Mito fusion act	Menin MLL FP TR
CC(O)c1nc2ccccc2n1C/C=C/c1ccccc1 (stereo not drawn)	-1%	-4	2%	-2%	-8%	7%	-16%	-1%	-2%	-8%
COc1cc2c(cc1OC)CN(C(=O)c1sccc1C)CC2	3%	-7	3%	-5%	-6%	-14%	8%	-1%	-2%	.
COC(=O)c1[nH]c2c(c1C)C(=O)CC(c1cc(OC)ccc1OC)C2 (stereo not drawn)	-1%	-12	0%	2%	-9%	0%	7%	5%	-1%	11%
Cc1ccc(-c2nc(N)n(C(=O)c3ccco3)n2)cc1	2%	-5	-4%	-3%	0%	6%	5%	65%[activator]	-26%	22%
O=C(CCCC(=O)N1CCN(c2ccccc2F)CC1)c1ccccc1	-4%	12	-5%	-2%	3%	-1%	1%	.	2%	-6%
COC(=O)c1sc(-c2ccc(Cl)cc2)cc1NC(=O)c1ccccc1C(=O)O	22%	-14	14%	-6%	3%	?	28%	-11%	5%	.
CC1CCN(C(=O)COC(=O)C2CCN(S(=O)(=O)c3c(Cl)cccc3Cl)CC2)CC1	0%	2	0%	4%	-12%	.	-9%	.	23%	.
Cc1cc(NC(=O)CCC(=O)N(Cc2ccco2)C2(C(=O)NC3CCCC3)CCCCC2C)no1 (stereo not drawn)	0%	18	-25%	0%	-5%	-2%	0%	18%	-3%	.
CN(C(=O)CCc1nnc(Cc2ccc(-c3ccccc3)cc2)o1)C1CCOCC1	-2%	-10	-19%	3%	6%	10%	-5%	-5%	-4%	-18%
Cn1c(-c2cnn(-c3ccccc3)c2N)n[nH]c1=S	-9%	-7	-1%	-4%	-2%	-8%	12%	1%	-4%	-21%
CSc1oc(-c2ccccc2)nc1S(=O)(=O)c1ccc(C)cc1	-3%	-13	3%	0%	.	-14%	-3%	5%	-3%	?
CCC(Sc1nc(C)cc(=O)[nH]1)C(=O)Nc1sc2c(c1C#N)CCCC2 (stereo not drawn)	-2%	-33	1%	-6%	-14%	2%	0%	14%	15%	-3%
CN1/C(=C\C(=S)NC(=O)c2cccc(Br)c2)C(C)(C)c2ccccc21	-13%	-25	-1%[46.1 µM]	-2%	-10%	70%[activator]	-39%[inhibitor]	3%	19%	3%
N#Cc1ccccc1S(=O)(=O)N1CCN(C(=O)[C@H](Cc2ccccc2)NC(=O)c2ccco2)CC1	3%	12	1%	-2%	-1%	.	-6%	.	0%	.
CCc1nc(N)c(C#N)c(-c2ccc(O)c(OC)c2)c1C	-2%	2	.	-7%	6%	-1%	-7%	-5%	3%	4%
O=C(CSc1nc2ccccc2n1CC(=O)N1CCCC1)Nc1ccc2c(c1)OCO2	3%	-6	.	-1%	6%	-3%	-15%[7.66 µM]	-1%	1%	-17%
COc1ccc(C(CNC(=O)c2ccc(S(=O)(=O)N(C)C)cc2)N2CCCC2)cc1 (stereo not drawn)	-2%	20	2%	-2%	-6%	-3%	13%	2%	-7%	0%
NNC(=O)Nc1cccc(C(F)(F)F)c1	3%	1	2%	-1%	0%	-11%	0%	7%	3%	14%
CC1(C)Cc2c(c(-c3ccccc3)nc(N3CCCC3)c2C(N)=O)CO1	11%	8	4%	1%	-3%	1%	-20%	14%	-4%	-2%
NC(=O)C1CCN(C(=O)c2cc(S(=O)(=O)N3CCOCC3)c(Cl)cc2Cl)CC1	4%	19	-7%	-4%	-7%	4%	-17%	-4%	2%	12%
COC(=O)c1c(C(=O)OC)c(-c2ccc(F)cc2)n2c1CS(=O)C2 (stereo not drawn)	-2%	6	-4%	-3%	6%	4%	12%	-2%	4%	28%
CC12CCC(C(=O)NCCCN3CCOCC3)(OC1=O)C2(C)C (stereo not drawn)	2%	3	3%	3%	5%	-11%	6%[7.66 µM]	-4%	2%	-1%
C/C(=N/NC(=O)c1sc(NS(=O)(=O)c2ccc(C)cc2)nc1C)c1sc(N)nc1C	9%	12	3%	-5%	-9%	10%	1%	-6%	-1%	13%
COc1cc(C2C(C(=O)c3cccs3)=C(O)C(=O)N2CCN2CCOCC2)cc(OC)c1OC (stereo not drawn)	2%	-2	10%	0%	2%	-5%	-7%	5%	2%	-2%
C[C@H](CO)N1C[C@H](C)[C@@H](CN(C)S(=O)(=O)c2cccs2)Oc2ccc(NC(=O)c3ccncc3)cc2C1=O	3%	-2	-5%	-5%	11%	.	-18%	.	.	.
Cc1ccc(C(=O)CCC(=O)OCc2nnc(-c3ccccc3)o2)cc1	-2%	7	9%	-1%	-1%	.	30%	.	-3%	.
CCOc1ccccc1-c1nc(-c2cc3ccc(C)cc3[nH]c2=O)no1	82%[activator]	-1	-1%[46.1 µM]	-7%	-5%	-7%	2%	28%	5%	0%
OCCCn1c(C2CCCN2c2nc(-c3ccc(Cl)cc3)cs2)nc2cc(Cl)c(N3CCCCC3)cc21 (stereo not drawn)	-2%	.	0%	2%	.	.	-2%	.	.	.
O=C(/C=C/Nc1cccc(C(F)(F)F)c1)c1ccco1	116%[activator]	5	.	-2%	2%	?	28%	10%	-3%	16%
COc1ccc(-n2nc(C(=O)NCC(=O)NC3CCCCC3)c3ccccc3c2=O)c(OC)c1	-2%	-11	0%	-1%	6%	15%	0%	-2%	3%	-20%
CC(=O)N1CCN2C(=O)C1CCCC(=O)c1cc(C)ccc12 (stereo not drawn)	4%	2	1%[46.1 µM]	-6%	-5%	-7%	6%	-2%	3%	6%
CCCCCCCCC(=O)N/N=C(\C)c1ccco1	0%	-1	3%[46.1 µM]	-4%	8%	-21%	7%	-10%	0%	1%
O=C(O)CSCC(=O)Nc1ccccn1	-3%	8	2%	-2%	5%	-7%	1%	-1%	3%	.
COc1ccc(N(CC(=O)N/N=C(\C)c2ccc(C)cc2)S(=O)(=O)c2ccccc2)cc1	-2%[11.5 µM]	3	-1%	-9%	-16%	-8%	-14%	-6%	1%	?
COc1cccc(OC)c1OCC(O)CN1CCN(c2ccccc2)CC1 (stereo not drawn)	4%	-1	-4%	-6%	1%	2%	1%	1%	-1%	-5%
CCCCc1cc(=O)oc2c(CN(C)C)c(O)ccc12	i	8	4%	0%	23%	15%	9%	-1%	5%	40%[activator]
Cc1cc(NC(=O)CSc2nnnn2-c2ccc(F)cc2)no1	1%	-10	1%	-6%	1%	1%	-10%	0%	-3%	?
O=c1[nH]cnc(O)c1C(c1ccc2c(c1)OCO2)c1c(O)nc[nH]c1=O	7%	3	15%	-2%	1%	0%	-15%	-5%	22%	-4%
COC(=O)/C=C(\C)NC(=O)c1cccs1	-3%	-9	3%	-8%	2%	-6%	34%	4%	4%	5%
C=CCC[C@@H](Cc1ccc(F)cc1)C(=O)OC[C@@H](Cc1c[nH]c2ccccc12)NC(=O)[C@@H](CC=C)CC(=O)NCCO	2%	-15	-8%	-2%	20%	.	-29%	.	.	.
Cn1c(/C=C/c2cccc([N+](=O)[O-])c2)nc2ccccc2c1=O	0%	2	-4%	-2%	5%	-2%	-10%	-9%	5%	-4%
